Sm TGR block = inhibitors of Schistosoma mansoni thioredoxin glutathione reductase; Potency, µM (series often up to 114 µM), for the others: at the highest dose activity change, negative = inhibition, most hits filed as inhibitors; purified TGR, DTNB reduction, TNB absorbance 405 nm; 360,000 tested, 3% active; also: nearly all actives have a fitted effect of over 60% in size
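Kinetic colorimetric format: TGR-catalysed, NADPH-driven DTNB reduction monitored via TNB absorbance. Enzyme dispensed at 20 nM; compound exposure 15 min at room temperature before reaction start.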
TbPYK inhibitor = blocks Trypanosoma brucei pyruvate kinase | TbPYK enzyme, Kinase-Glo Plus ATP luminescence, 45 min | Potency, µM (highest dose often 76.8 µM), for the others: at the highest dose activity, negative = inhibition, actives largely listed as inhibitors | 410,000 tested, 0.12% active | AID 624173; also: nearly all actives have a fitted effect of over 50% in size
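Screened from lowest to highest concentration, compounds were pinned into TbPYK/substrate mixtures, and ADP (130 uM final) was added. Plates sat at room temperature for 45 min prior to Kinase-Glo Plus detection by luminescence.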
An asterisk follows results filed as active; [ ] = dose if it differs, or a comment. Calls follow the shape of the dose curve; as a rule, active = well fitted curve in the direction sought with a large enough effect; inconclusive = small, poorly fitted or top-dose-only effect, or another doubt; inactive = no such curve, though single readings can be large; an effect the other way counts as inactive or inconclusive. % is scaled to controls: 0 for no effect and ±100 for the full control effect; potency is read from the fitted curve at half-maximal effect. These rows are one share of the data, so the mix of outcomes need not match the whole.

Screening Cn1ncc(C(=O)N2CCN(c3ccccc3F)CC2)c1C1CCN(C(=O)OC(C)(C)C)CC1 returned Sm TGR block -0.1% and TbPYK inhibitor 1.5%[15.4 µM].
For Cc1ccc2nc(COc3ccccc3NC(=O)c3ccccc3C)cc(=O)n2c1 the results were Sm TGR block -1.7% and TbPYK inhibitor 4.5%.
CCOc1ccc(NC(=O)NC(C)c2c(-n3cccc3)sc(C)c2C)cc1 (stereo unspecified) was read as Sm TGR block 7.2% and TbPYK inhibitor 5.0%.
`COc1cccc(NC(=O)CC2NCCNC2=O)c1` (stereo unspecified) gave Sm TGR block -10.9% and TbPYK inhibitor -2.9%.
Screening CC(C)(C)OC(=O)N1CCC(c2c(C(=O)NC3CCCCC3)cnn2-c2cccc(F)c2)CC1 returned Sm TGR block -3.3% and TbPYK inhibitor -1.6%.
`COc1ccc(OCC(=O)N(Cc2cccs2)c2ccc(OC)cc2)cc1` gave Sm TGR block -1.7% and TbPYK inhibitor -5.1%.
COc1ccc(-c2c(C)nn3c(C(F)(F)F)cc(C)nc23)cc1OC was read as Sm TGR block 15.6% and TbPYK inhibitor -9.6%.
Cc1ccc(NC(=O)CN2C(=O)C(c3ccc(C)cc3)=NC23CCCCCC3)cc1 was read as Sm TGR block -1.9% and TbPYK inhibitor 1.9%.
Screening Cc1ccc(CNS(=O)(=O)c2ccc(C(=O)N(C)C)s2)cc1 returned Sm TGR block 8.5% and TbPYK inhibitor 5.4%.
`CCc1ccc(NC(=O)CSc2nc3nccnc3c(=O)n2CCc2c[nH]c3ccccc23)cc1` gave Sm TGR block 3.6% and TbPYK inhibitor -16.0%.
COc1cc(OC)c(NS(=O)(=O)c2ccc3c(c2)CCCN3C(C)=O)cc1Cl was read as Sm TGR block -6.4% and TbPYK inhibitor 2.7%.
`Cc1ccc2nc(Nc3ccc(C)c(F)c3)c3nncn3c2c1` gave Sm TGR block 1.0% and TbPYK inhibitor -7.0%.
`COc1ccc(S(=O)(=O)N2CCN(Cc3ccc4c(c3)OCO4)CC2)cc1OC` gave Sm TGR block 0.0% and TbPYK inhibitor 2.3%.
Screening COc1ccc(-c2nc3c4ccccc4n(CC(=O)N4CCN(c5ccccc5F)CC4)c(=O)n3n2)cc1 returned Sm TGR block 22.2% and TbPYK inhibitor 3.3%.
O=S(=O)(c1ccccc1)c1nnn2c1nc(NCc1ccccc1)c1cc(Cl)ccc12 was read as Sm TGR block 5.5% and TbPYK inhibitor 0.9%.
Screening Cc1cc(C)cc(NC(=O)Nc2nnc(N(C)C3CCCCC3)s2)c1 returned Sm TGR block -14.4% and TbPYK inhibitor -1.7%.
Screening Cc1nn(-c2ccc(N3CCCC3)nn2)c(C)c1CCC(=O)Nc1ccccc1 returned Sm TGR block -1.7% and TbPYK inhibitor -4.0%.
Screening CC(=O)N1c2c(cc(Br)cc2S(=O)(=O)N2CCN(c3ccccc3)CC2)CC1C (stereo unspecified) returned Sm TGR block 0.1% and TbPYK inhibitor 2.8%.
Screening COc1ccc(CCNC(=O)c2ccc3c(c2)c(C)c(C)n3Cc2ccc(F)cc2)c(OC)c1OC returned Sm TGR block 17.9% and TbPYK inhibitor -18.6%[15.4 µM].
CCOc1ccc2c(c1)[C@@H]1C=CC[C@@H]1[C@H](c1ccccc1Cl)N2 was read as Sm TGR block -7.5% and TbPYK inhibitor -4.8%.
Screening CCc1nnc(SCc2ccc(OC)cc2)c2cc3sc(C)cc3n12 returned Sm TGR block inconclusive and TbPYK inhibitor -14.4%.
COc1ccc(CCn2cc3c(c2-c2ccccc2Br)c(=O)n(C)c(=O)n3C)cc1OC was read as Sm TGR block -17.2% and TbPYK inhibitor -5.8%.
Screening O=C(CSc1nc2ccccc2n1Cc1cccc(C(F)(F)F)c1)NCc1ccccc1 returned Sm TGR block 2.5% and TbPYK inhibitor 1.0%.
O=C(NC1CC(=O)N(c2ccc(Cl)cc2)C1)C1CCCC1 (stereo unspecified) was read as Sm TGR block 6.5% and TbPYK inhibitor -7.5%.
CCOC(=O)CSc1nc2c(sc3ccccc32)c(=O)n1Cc1ccc(C)cc1 was read as Sm TGR block 1.3% and TbPYK inhibitor 4.0%.
`CCOc1ccc(Nc2sc(C(=O)c3ccc(F)cc3)c(N)c2S(=O)(=O)c2ccc(C)cc2)cc1` gave Sm TGR block 2.5% and TbPYK inhibitor -1.3%.
CCCCN(C)S(=O)(=O)c1cc(-c2nnc3c4ccccc4c(C)nn23)ccc1C was read as Sm TGR block 4.7% and TbPYK inhibitor 0.3%.
Screening CCC(C)NC(=O)c1cc(Sc2cccc(Cl)c2)nc2ccccc12 (stereo unspecified) returned Sm TGR block -3.2% and TbPYK inhibitor 2.9%.
Screening CCCCC(=O)Nc1cc(-c2cn3cccnc3n2)ccc1C returned Sm TGR block -2.0% and TbPYK inhibitor 4.9%.
`CCn1c(CC2C(=O)N(C)c3ccc(Br)cc32)nc2ccccc2c1=O` (stereo unspecified) gave Sm TGR block -0.2% and TbPYK inhibitor -0.6%.
Screening Cc1ccc(C)c(CN2C(=O)c3ccccc3S(=O)(=O)c3ccc(C(=O)N4CCCC4)cc32)c1 returned Sm TGR block 1.6% and TbPYK inhibitor -4.9%.
For Cc1ccc(S(=O)(=O)N2CCCc3cc(NC(=O)c4ccc(C(F)(F)F)cc4)ccc32)cc1 the results were Sm TGR block 3.0% and TbPYK inhibitor 1.0%.
Screening Clc1cccc(-n2ncc3c(NC4CCCCCC4)ncnc32)c1 returned Sm TGR block 7.1% and TbPYK inhibitor -4.7%.
Screening COc1ccccc1N1CCN(C(=O)c2ccc(Nc3nc4ccccc4n4nnnc34)cc2)CC1 returned Sm TGR block 7.4% and TbPYK inhibitor -18.6%.
Cn1c(COc2ccccc2C(C)(C)C)nc2ccccc21 was read as Sm TGR block -12.6% and TbPYK inhibitor -1.6%.
Screening CSc1ncc(C(=O)Nc2cccc(Cl)c2C)c(-c2ccccc2)n1 returned Sm TGR block 12.7% and TbPYK inhibitor 2.0%.
For CCSc1nc(-c2ccccc2OC)nc2c1Cc1c(CO)cnc(C)c1O2 the results were Sm TGR block -4.6% and TbPYK inhibitor 1.8%.
CCCn1cc(S(=O)(=O)c2ccc(C)c(C)c2)c(=O)c2cc(F)c(N3CCCCC3)cc21 was read as Sm TGR block -7.4% and TbPYK inhibitor 2.9%.
`N#Cc1cc([N+](=O)[O-])ccc1NC(=O)c1cccn(Cc2cccc(F)c2)c1=O` gave Sm TGR block 3.2% and TbPYK inhibitor 0.2%.
For Cc1ccc(S(=O)(=O)c2cn(CC(=O)Nc3ccc4c(c3)OCO4)c3ccc(C)cc3c2=O)cc1 the results were Sm TGR block -13.8% and TbPYK inhibitor -6.0%.

Reprinted from the part before: 4 compounds, then new ones.
For CCSc1nc(-c2ccccc2OC)nc2c1Cc1c(CO)cnc(C)c1O2 the results were Sm TGR block -4.6% and TbPYK inhibitor 1.8%.
CCCn1cc(S(=O)(=O)c2ccc(C)c(C)c2)c(=O)c2cc(F)c(N3CCCCC3)cc21 was read as Sm TGR block -7.4% and TbPYK inhibitor 2.9%.
`N#Cc1cc([N+](=O)[O-])ccc1NC(=O)c1cccn(Cc2cccc(F)c2)c1=O` gave Sm TGR block 3.2% and TbPYK inhibitor 0.2%.
For Cc1ccc(S(=O)(=O)c2cn(CC(=O)Nc3ccc4c(c3)OCO4)c3ccc(C)cc3c2=O)cc1 the results were Sm TGR block -13.8% and TbPYK inhibitor -6.0%.
`COc1ccc(Cn2ccnc2SCC(=O)Nc2ccc(C)cc2C)cc1` gave Sm TGR block 0.5% and TbPYK inhibitor -4.6%.
Screening CCCC(C(=O)NCc1cccc(Cl)c1)N1Cc2ccccc2C1=O (stereo unspecified) returned Sm TGR block -0.1% and TbPYK inhibitor -1.6%.
CCOc1cc(CNc2ccc(O)cc2)cc(Br)c1OCc1ccccc1 was read as Sm TGR block -1.2% and TbPYK inhibitor -33.8%.
For COc1ccc2c(c1)c1c(c(=O)n(-c3ccc(F)c(Cl)c3)c(=O)n1Cc1ccccc1F)n2C the results were Sm TGR block 0.4% and TbPYK inhibitor -0.3%.
Screening O=C(Nc1nc2n(n1)C(c1ccccc1)C=C(c1ccc(Cl)cc1)N2)c1ccco1 (stereo unspecified) returned Sm TGR block 14.1µM* and TbPYK inhibitor 2.8%.
CCCOc1ccc(C(=O)NCC2OCCc3ccccc32)cc1 (stereo unspecified) was read as Sm TGR block -7.2% and TbPYK inhibitor -4.6%.
`CCCCN(CC)CCNC(=O)Cn1c(=O)c2cccn2c2cccnc21` gave Sm TGR block -1.9% and TbPYK inhibitor -4.5%.
Screening COc1ccc(S(=O)(=O)N2CCC(c3nnnn3-c3ccccc3)CC2)cc1OC returned Sm TGR block 6.1% and TbPYK inhibitor -2.0%.
Cc1oc2ncnc(N3CCOCC3)c2c1C(=O)Nc1ccc(Br)cc1F was read as Sm TGR block -8.5% and TbPYK inhibitor -10.4%.
Screening COc1ccccc1/C=C/c1nc(C#N)c(NC(C)c2ccccc2)o1 (stereo unspecified) returned Sm TGR block -10.3% and TbPYK inhibitor -1.7%.
Screening CN(C)CCNC(=O)c1ccc2c(c1)N(Cc1ccccc1)C(=O)c1ccccc1S2(=O)=O returned Sm TGR block -15.8% and TbPYK inhibitor 2.9%.
`COCCCNc1nc2c(-c3ccccc3)nnn2c2ccccc12` gave Sm TGR block 6.0% and TbPYK inhibitor 5.9%.
Cn1ncc2c(NCc3ccc(Cl)cc3)ncnc21 was read as Sm TGR block 13.8% and TbPYK inhibitor -1.3%.
Cc1ccc(C)c(CSc2c(C(C)C)cnc3c2c(=O)n(C)c(=O)n3C)c1 was read as Sm TGR block -7.1% and TbPYK inhibitor inconclusive.
Screening O=C(NC1(C(F)(F)F)NC(=O)N(CCc2ccccc2)C1=O)c1ccc(Cl)cc1 (stereo unspecified) returned Sm TGR block 7.3% and TbPYK inhibitor -0.4%.
Screening COc1ccc(NC(=O)CN2C(=O)CC(c3ccco3)Sc3ccccc32)cc1OC (stereo unspecified) returned Sm TGR block -4.8% and TbPYK inhibitor -4.1%.
`CCCCOc1ccc(C(=O)N2CCN(CCc3ccncc3)CC2)cc1` gave Sm TGR block -24.4% and TbPYK inhibitor 0.7%.
Screening CCOC(=O)c1ccccc1NC(=O)c1sc2ccccc2c1Cl returned Sm TGR block 5.2% and TbPYK inhibitor -6.6%.
For CCOc1ccc(NS(=O)(=O)c2ccc3[nH]cc(C(=O)N(C)Cc4ccccc4)c(=O)c3c2)cc1 the results were Sm TGR block 6.1% and TbPYK inhibitor 1.3%.
`Cc1ccc(OCC(=O)NCC2(N3CCN(C)CC3)CCCCC2)cc1` gave Sm TGR block 1.3% and TbPYK inhibitor 6.8%.
For CC(CNC(=O)CCCn1c(=O)c2cccn2c2ccc(F)cc21)c1ccccc1 (stereo unspecified) the results were Sm TGR block 3.7% and TbPYK inhibitor -5.0%.
Screening Cc1ccn2cc(CNC(=O)c3cccc(C(F)(F)F)c3)nc2c1 returned Sm TGR block 0.9% and TbPYK inhibitor 3.3%.
Screening COc1cc(C2c3c(oc4cc(C)c(C)cc4c3=O)C(=O)N2CCCN2CCOCC2)ccc1O (stereo unspecified) returned Sm TGR block 35.5µM* and TbPYK inhibitor -14.9%.
CCc1nc(SCc2cc(=O)c3cc(F)ccc3[nH]2)n[nH]1 was read as Sm TGR block 3.9% and TbPYK inhibitor 2.4%.
`CCN(C(=O)Cn1c(C(=O)OC)cc2oc3ccccc3c21)c1cccc(C)c1` gave Sm TGR block 1.5% and TbPYK inhibitor -2.3%.
Screening Cc1ccccc1OCC(=O)Nc1ccc(C(=O)OCc2cc(=O)n3c(C)csc3n2)cc1 returned Sm TGR block 4.9% and TbPYK inhibitor 6.4%.
Screening Cc1cc(C)c(NC(=O)CN2c3ccccc3S(=O)(=O)c3ccccc32)c(C)c1 returned Sm TGR block 0.2% and TbPYK inhibitor 0.6%.
`CC(C)CCNC(=O)CSc1nc2ccccc2nc1Cc1ccc(Cl)cc1` gave Sm TGR block 0.4% and TbPYK inhibitor -5.2%.
Screening CCC(CC)c1nn2c(=O)cc(COc3ccc(NC(=O)c4ccccc4C)cc3)nc2s1 returned Sm TGR block 6.0% and TbPYK inhibitor 9.5%.
Screening CC(C)OCCCNC(=O)CN1C(=O)c2cccnc2Sc2ccccc21 returned Sm TGR block -3.1% and TbPYK inhibitor 0.5%.

Two neighbouring compounds out of the list so far, for reference:
Screening CCC(CC)c1nn2c(=O)cc(COc3ccc(NC(=O)c4ccccc4C)cc3)nc2s1 returned Sm TGR block 6.0% and TbPYK inhibitor 9.5%.
Screening CC(C)OCCCNC(=O)CN1C(=O)c2cccnc2Sc2ccccc21 returned Sm TGR block -3.1% and TbPYK inhibitor 0.5%.

More compounds:
`O=C1CSC2(C(=O)N(Cc3ccccc3F)c3ccccc32)N1c1ccc(F)cc1` (stereo unspecified) gave Sm TGR block -2.2% and TbPYK inhibitor -2.2%.
Screening COc1cc2c(=O)c(S(=O)(=O)c3ccccc3)cn(CC(=O)Nc3ccccc3C)c2cc1OC returned Sm TGR block -5.0% and TbPYK inhibitor -12.1%.
Screening COc1ccc(NC(=O)CN2C(=O)C3(SCC(=O)N3c3cccc(OC)c3)c3ccccc32)cc1 (stereo unspecified) returned Sm TGR block 8.1% and TbPYK inhibitor -0.1%.
Screening CCOC(=O)C1CCN(C(=O)c2cc3sc(C)cc3n2C)CC1 returned Sm TGR block -7.6% and TbPYK inhibitor -2.1%.
For CCc1ccccc1NC(=O)CSc1ncccc1C(=O)O the results were Sm TGR block -0.1% and TbPYK inhibitor -0.2%.

Screening data (PubChem BioAssay)
